Bioassay records: PubChem BioAssay, The Scripps Research Institute Molecular Screening Center
OX1R antag-1 = OX1R (HCRTR1) antagonists, primary screen, fluorescence, CHO/OX1R cells, Fluo-8 calcium, orexin A. inhibition, % at 5 µM. actives 0.43% (n = 330,000). AID 434989, 2010. Orexin/Hypocretin receptor type 1 (Homo sapiens), O43613. Fluo-8 calcium fluorescence;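 active means inhibition above its plate's threshold, mean inhibition of all tested compounds on the plate plus 3 SD, cut at about 37% in these data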;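 further: 0% = orexin A challenge wells and 100% = SB-334867-A antagonist wells; not every result past the cut was called active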
Target sequence (O43613 whole entry, looked up): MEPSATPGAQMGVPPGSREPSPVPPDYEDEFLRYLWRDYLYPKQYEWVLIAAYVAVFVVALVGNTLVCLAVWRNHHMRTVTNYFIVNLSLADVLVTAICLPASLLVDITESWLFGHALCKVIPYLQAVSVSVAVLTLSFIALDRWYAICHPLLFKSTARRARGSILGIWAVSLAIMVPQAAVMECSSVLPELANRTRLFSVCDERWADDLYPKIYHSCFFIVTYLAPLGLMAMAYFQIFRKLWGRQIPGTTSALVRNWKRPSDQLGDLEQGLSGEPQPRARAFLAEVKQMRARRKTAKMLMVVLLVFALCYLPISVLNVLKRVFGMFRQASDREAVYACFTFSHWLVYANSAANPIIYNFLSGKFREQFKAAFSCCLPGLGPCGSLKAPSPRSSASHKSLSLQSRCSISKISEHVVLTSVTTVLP
OX1R antag-2 = antagonists of human orexin 1 receptor (OX1R). Orexin/Hypocretin receptor type 1 (Homo sapiens), O43613. OX1R-expressing cells, FRET antagonist read-out. inhibition, % at 6.6 µM. actives 1.8% (n = 330,000). AID 485270, 2010; in the data active means inhibition mostly above about 38%, no sharp cut-off; inactive means mostly below about 40%;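 further: 0% = agonist challenge alone and 100% = reference antagonist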
An asterisk follows results filed as active.

The line under a structure holds: OX1R antag-2 | OX1R antag-1
O=S(=O)(c1ccc(F)c(Cl)c1)N1CCCC1
 : 7 | -1
Cc1ccc(/C=C/c2nc3ccccc3c(=O)[nH]2)cc1
 : 16 | -7
Cn1c(N)c(C(=O)COC(=O)COc2ccc(C#N)cc2)c(=O)n(C)c1=O
 : 14 | -17
CC(C)[C@@H](C(=O)N1CCCC1)N1C(=O)N2CCc3c([nH]c4ccccc34)[C@@]2(C)C1=O
 : 2 | -15
CC1(C(=O)OCC(=O)NC(=O)c2ccccc2)CC1(Cl)Cl (centres undefined)
 : 12 | -8
CS(=O)(=O)N(CC(=O)Nc1ccccc1C(=O)NCc1ccco1)c1ccccc1F
 : 24 | -19
CCOC(=O)[C@@H]1[C@H]2COc3cc(OC)ccc3[C@H]2N2C(=O)N(c3cccc(Cl)c3)C(=O)[C@@]12C
 : 4 | -15
Cc1ccc(-c2csc(N3CCN(CCCn4c(-c5ccncc5)nc5ccccc54)CC3)n2)cc1
 : 13 | -40
Cc1ccc(Nc2nc(OC(C(F)(F)F)C(F)(F)F)nc(N3CCOCC3)n2)cc1
 : 8 | -19
CC1CCCN(S(=O)(=O)c2ccc3[nH]c4c(c3c2)CCCC4)C1 (centres undefined)
 : -10 | -13
O=C(Cc1ccc(Cl)cc1)NCC(=O)N1CCCCCC1
 : 16 | -7
O=C(O)c1ncn(Cc2ccc(Br)cc2)c1C(=O)O
 : 33 | 2
O=c1cc(CSc2nnnn2-c2ccc(O)cc2)nc2sccn12
 : 26 | -3
Fc1ccc(CNc2ncccn2)cc1
 : 12 | -17
N#CC1(NC(=O)COC(=O)Cn2[nH]c(=O)c3ccccc3c2=O)CCCCC1
 : 7 | -11
CCN(CC)S(=O)(=O)c1ccc(Cl)c(C(=O)NC2CCN(Cc3ccccc3)CC2)c1
 : 0 | -14
COc1ccc(N2CC(C(=O)OCC(=O)c3ccccc3)CC2=O)cc1 (centres undefined)
 : 20 | -2
CCOc1ccc(N2C(=O)CC(N)C2=O)cc1 (centres undefined)
 : 13 | -6
COc1ccc(N2C(=NC(C)=O)SC3CS(=O)(=O)CC32)cc1OC (centres undefined)
 : 2 | 0
O=C(O)CNC(=O)c1nc(-c2ccccc2)n(-c2ccccc2)n1
 : 11 | -7

Full records, quoted from the list. Order of screens: OX1R antag-2	OX1R antag-1
Cn1c(N)c(C(=O)COC(=O)COc2ccc(C#N)cc2)c(=O)n(C)c1=O across the screens: 14	-17
Cc1ccc(/C=C/c2nc3ccccc3c(=O)[nH]2)cc1 across the screens: 16	-7

Next section.
The line under a structure holds: OX1R antag-2 | OX1R antag-1
O=c1oc2ccccc2c2c1ncn2-c1ccccc1
 : 9 | 3
O=C(c1csc2c1CCCC2)N1CCCCC1
 : 10 | -20
Cc1ccccc1-n1c(=O)n(CCc2ccccc2)c(=O)c2[nH]cnc21
 : 7 | -13
Fc1ccc(-c2cn(-c3ccccc3)c3[n+]2CCS3)cc1
 : 6 | -11
CC1CCCN(C(=O)COC(=O)c2cc([N+](=O)[O-])ccc2N2CCOCC2)C1 (centres undefined)
 : 24 | -28
Cc1onc(-c2c(F)cccc2Cl)c1C(=O)Nc1ccc(Cl)c(S(=O)(=O)N(C)C)c1
 : 3 | 30
CCOc1ccc(C(=O)CN2CCN(S(=O)(=O)c3ccc(Cl)cc3)CC2)cc1
 : 24 | -26
COc1cccc(NC(=O)CSc2nc(O)c(C)c(=O)n2-c2ccc(C)cc2)c1
 : 10 | 3
CC(C)c1ccccc1NC(=O)COC(=O)c1ccc(Cl)c(S(=O)(=O)N2CCCCCC2)c1
 : 11 | -5
COc1ccc(C)cc1NC(=O)CSc1nnc(-c2ccc(C)cc2)o1
 : 20 | -36
CSCc1c(C(=O)OCC(=O)NC2CCCCC2)oc2ccccc12
 : 6 | 14
CS(=O)(=O)N(Cc1ccccc1)c1ccc(C(=O)Nc2ccccc2Sc2ccccc2)cc1
 : 31 | 7
CC(=O)c1c(C)[nH]c(C(=O)OCC(=O)c2ccc3c(c2)NC(=O)CO3)c1C
 : 6 | -1
Cc1ccc(S(=O)(=O)NCCCCCC(=O)Nc2nccs2)cc1
 : 23 | -22
O=C(Cc1ccccc1)NNC(=O)c1cccs1
 : 16 | -14
Cc1ccnc2nc(C(=O)OCC(=O)NCCc3ccc(Cl)cc3)nn12
 : 16 | -2
Cc1ccc(/C(N)=N/OC(=O)N2c3ccccc3Sc3ccccc32)cc1
 : 41 | -22
COc1ccc(C2=NC(C)(C)Cc3cc(OC)c(OC)cc32)cc1OC
 : 9 | -18
Cc1ccc(S(=O)(=O)NC(CC(C)C)C(=O)Nc2nccs2)cc1 (centres undefined)
 : 33 | -29
COCC(=O)NC1(c2nnnn2CCOC(=O)Nc2ccc(Cl)cc2)CCCCC1
 : 21 | -27
O=C(/C=C/c1cn(-c2ccccc2)nc1-c1ccccc1)Nc1ccc(C(=O)O)cc1
 : 31 | 0
Cc1csc(C2=C(O)CN(CCc3ccccc3)C2=N)n1
 : 25 | -6
CCOc1cc(-c2sc(Nc3ccc(CC)cc3)n[n+]2-c2ccccc2)ccc1OC
 : 16 | -12
O=C(C1CC1)N1CCc2cc(Br)cc(S(=O)(=O)NCCCN3CCCC3)c21
 : 12 | -22
CCc1cc2c(=O)n(-c3ccccc3)c(SCC(N)=O)nc2s1
 : 7 | 1
COc1ccc2[nH]cc(C=O)c2c1
 : 4 | -2
COc1ccc2sc3ccccc3c(=O)c2c1OC
 : 71 | -17
COc1ccc(C(=O)C2CCCN(C(=O)C3=CCCC3)C2)c(C)c1 (centres undefined)
 : 8 | -12
Cc1cnc(C(=O)OCC(=O)c2ccc(F)c(F)c2)cn1
 : 15 | -4
Cc1csc(NC(=O)CSc2nc(C)nc3c2c(=O)n(C)c(=O)n3C)n1
 : 0 | -11
O=C(CC1C(=O)NCCN1Cc1ccc(Cl)c(F)c1)NCCc1cccnc1 (centres undefined)
 : -1 | -11
CCN(CC)c1ncnc2sc(C(=O)N3CCN(c4ccccc4)CC3)c(C)c12
 : 17 | -13
O=C(OCc1ccc([N+](=O)[O-])cc1)C1CC(=O)N(c2ccccc2)C1 (centres undefined)
 : 20 | 1
COc1ccccc1OCc1nnc(SCC(=O)Nc2ccc(N3CCOCC3)cc2)n1C
 : 15 | -6
Nc1nc(NC(=O)c2ccc(F)cc2)ns1
 : 14 | 4
Cc1ccc(-c2cc(C(=O)Nc3ccc(S(=O)(=O)N4CC(C)OC(C)C4)cc3)[nH]n2)c(O)c1 (centres undefined)
 : 0 | -29
O=C(Nc1cc(F)cc(F)c1)c1ccc(NCCc2ccccc2)c([N+](=O)[O-])c1
 : 17 | -25
CCC(C)(C)n1nnnc1C(C(C)C)N(Cc1ccco1)Cc1cc2cc3c(cc2[nH]c1=O)OCO3 (centres undefined)
 : 19 | -16
CC(C)Oc1ccc(CNC(=O)c2ccc3nc(N4CCOCC4)sc3c2)cc1
 : 13 | -34
CCC(=O)Nc1cccc(-c2cn3ccccc3n2)c1
 : 21 | -28
NC(=O)COC(=O)C1CSC2(c3ccc(F)cc3)CCC(=O)N12 (centres undefined)
 : 0 | 4
CSc1ccccc1NC(=S)N/N=C/c1cccn1Cc1cccc(C)c1
 : 22 | -21
COc1ccc(/C=C\C(=O)Oc2cccc(/C=N/NC(=O)Cc3ccc(OC)c(OC)c3)c2)cc1
 : 10 | 1
CCC1CCC(C(=O)NC(CCSC)C(=O)NCCc2ccc(S(N)(=O)=O)cc2)CC1 (centres undefined)
 : 6 | -38
CCN(C(=O)Cc1ccccc1OC)c1nnc(-c2ccncc2)s1
 : 1 | -37
CSc1ccccc1NC(=O)COC(=O)c1cnc(C)cn1
 : 0 | -9
CC1CCN(c2oc(-c3ccc(F)cc3)nc2C#N)CC1
 : 5 | -22
Cc1nnc(SCC(=O)N(C)c2ccccc2)n1Cc1ccccc1
 : 13 | -10
COc1ccc(C(c2sc3nc(C)nn3c2O)N2CCC(C(N)=O)CC2)cc1OC (centres undefined)
 : 22 | 2
CC(C)C(=O)NC(Nc1cc(C(F)(F)F)ccc1Cl)C(Cl)(Cl)Cl (centres undefined)
 : 53 | -13
CCn1c(O)c(N=NC(=O)c2ccc(CSc3nncn3C)cc2)c2ccccc21
 : 70* | -20
O=C(Nc1ccnn1C1CCN(C(=O)CCc2ccc(F)cc2)CC1)C1CCOC1 (centres undefined)
 : 19 | -6
CC1(C)CC(=O)c2cc(C(=O)NC3CCSC3=O)c(=O)n(-c3ccccc3)c2C1 (centres undefined)
 : 10 | -13
CN(CCNC(=O)c1cn(C)c2ccc(S(=O)(=O)N3CCCC3)cc2c1=O)CCc1ccccc1
 : 5 | -22
CN(C)Cc1c(C(=O)N/N=C/c2ccc(-c3ccccc3)cc2)nnn1-c1nonc1N
 : 6 | -20
O=C(Cc1ccc(S(=O)(=O)N2CCCC2)s1)N1CCN(c2ccc(F)cc2)CC1
 : 1 | -33
Cn1c(=O)oc2cc(S(=O)(=O)NCCC(=O)N3CCN(c4ccccc4F)CC3)ccc21
 : 12 | -8
CN1C(=O)/C(=C/c2ccc(OCc3ccc(F)cc3)cc2)NC1=S
 : 7 | -17
COc1cc(CCC(=O)OCc2nnc(-c3ccccc3)o2)cc(OC)c1OC
 : 13 | -20
Cc1ccccc1CC1(CO)CCCN(Cc2c(C)nn(C)c2Cl)C1 (centres undefined)
 : 3 | -21

3 compounds out of the list above, ordered by the value under OX1R antag-1, rising.
SMILES	OX1R antag-1
CC1CCN(c2oc(-c3ccc(F)cc3)nc2C#N)CC1	-22
CSc1ccccc1NC(=S)N/N=C/c1cccn1Cc1cccc(C)c1	-21
O=C(Nc1ccnn1C1CCN(C(=O)CCc2ccc(F)cc2)CC1)C1CCOC1 (centres undefined)	-6

More records follow:
The line under a structure holds: OX1R antag-2 | OX1R antag-1
COCCN1C(=O)c2ccccc2C(C(=O)NCCN(C)C)C1c1ccc(F)cc1 (centres undefined)
 : 18 | -19
Cc1ccc(NC(=O)N2CCCC2)cc1Cl
 : 21 | -5
CC12CC(c3ccccc3O1)N(C(=O)c1ccco1)C(=S)N2c1ccc(F)cc1 (centres undefined)
 : 13 | -26
CC(=O)Oc1cccc(N2C(=O)c3ccc(C(=O)Nc4c[nH]c(=O)[nH]c4=O)cc3C2=O)c1
 : 15 | -6
c1coc(CNc2ncnc3c2oc2ccccc23)c1
 : 14 | -2
c1ccc(CCN2CN=C(Nc3nc4ccccc4o3)NC2)cc1
 : 2 | -16
Cc1ccc2c(c1)cc(CN(Cc1ccco1)S(=O)(=O)c1ccccc1)c1nnnn12
 : 6 | -24
C=CCOC(Cn1ccnc1)c1ccc(Cl)cc1Cl (centres undefined)
 : 4 | -26
CC(Oc1ccccc1)C(=O)Nc1ccccc1F (centres undefined)
 : 16 | -2
Cn1c(-c2ccccc2)nc2cnccc21
 : 11 | -11
Cc1ccc(C(=O)OCC(=O)NCCc2ccc(F)cc2)cc1S(=O)(=O)N1CCOCC1
 : 11 | -18
CC(/C=N\NC(=O)c1ccc2c(c1)OCO2)c1ccccc1 (centres undefined)
 : 34 | -15
O=C(CSc1nnc(CNc2ccc(F)cc2)n1Cc1ccco1)N1CCOCC1
 : 23 | -26

Another view of 22 compounds above.
| Molecule | OX1R antag-2 | OX1R antag-1 |
| --- | --- | --- |
| O=C(Nc1ccnn1C1CCN(C(=O)CCc2ccc(F)cc2)CC1)C1CCOC1 (centres undefined) | 19 | -6 |
| CC1(C)CC(=O)c2cc(C(=O)NC3CCSC3=O)c(=O)n(-c3ccccc3)c2C1 (centres undefined) | 10 | -13 |
| CN(CCNC(=O)c1cn(C)c2ccc(S(=O)(=O)N3CCCC3)cc2c1=O)CCc1ccccc1 | 5 | -22 |
| CN(C)Cc1c(C(=O)N/N=C/c2ccc(-c3ccccc3)cc2)nnn1-c1nonc1N | 6 | -20 |
| O=C(Cc1ccc(S(=O)(=O)N2CCCC2)s1)N1CCN(c2ccc(F)cc2)CC1 | 1 | -33 |
| Cn1c(=O)oc2cc(S(=O)(=O)NCCC(=O)N3CCN(c4ccccc4F)CC3)ccc21 | 12 | -8 |
| CN1C(=O)/C(=C/c2ccc(OCc3ccc(F)cc3)cc2)NC1=S | 7 | -17 |
| COc1cc(CCC(=O)OCc2nnc(-c3ccccc3)o2)cc(OC)c1OC | 13 | -20 |
| Cc1ccccc1CC1(CO)CCCN(Cc2c(C)nn(C)c2Cl)C1 (centres undefined) | 3 | -21 |
| COCCN1C(=O)c2ccccc2C(C(=O)NCCN(C)C)C1c1ccc(F)cc1 (centres undefined) | 18 | -19 |
| Cc1ccc(NC(=O)N2CCCC2)cc1Cl | 21 | -5 |
| CC12CC(c3ccccc3O1)N(C(=O)c1ccco1)C(=S)N2c1ccc(F)cc1 (centres undefined) | 13 | -26 |
| CC(=O)Oc1cccc(N2C(=O)c3ccc(C(=O)Nc4c[nH]c(=O)[nH]c4=O)cc3C2=O)c1 | 15 | -6 |
| c1coc(CNc2ncnc3c2oc2ccccc23)c1 | 14 | -2 |
| c1ccc(CCN2CN=C(Nc3nc4ccccc4o3)NC2)cc1 | 2 | -16 |
| Cc1ccc2c(c1)cc(CN(Cc1ccco1)S(=O)(=O)c1ccccc1)c1nnnn12 | 6 | -24 |
| C=CCOC(Cn1ccnc1)c1ccc(Cl)cc1Cl (centres undefined) | 4 | -26 |
| CC(Oc1ccccc1)C(=O)Nc1ccccc1F (centres undefined) | 16 | -2 |
| Cn1c(-c2ccccc2)nc2cnccc21 | 11 | -11 |
| Cc1ccc(C(=O)OCC(=O)NCCc2ccc(F)cc2)cc1S(=O)(=O)N1CCOCC1 | 11 | -18 |
| CC(/C=N\NC(=O)c1ccc2c(c1)OCO2)c1ccccc1 (centres undefined) | 34 | -15 |
| O=C(CSc1nnc(CNc2ccc(F)cc2)n1Cc1ccco1)N1CCOCC1 | 23 | -26 |
